Screening results deposited in PubChem by Fisher Drug Discovery Resource Center.
mcGAS RapidFire – blocks mouse cGAS cGAMP production; inhibition, % at 12.5 µM; Q8C6L5; actives 0.18% (n = 130,000); AID 1259397; recombinant mouse cGAS, cGAMP by RapidFire MS;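 active means inhibition of cGAS enzyme activity at or above 60%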;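 further: enzyme stimulated by 45 bp dsDNA with ATP and GTP substrates; cGAMP share of summed cGAMP plus half ATP and half GTP signals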
Target sequence (Q8C6L5 whole entry, looked up): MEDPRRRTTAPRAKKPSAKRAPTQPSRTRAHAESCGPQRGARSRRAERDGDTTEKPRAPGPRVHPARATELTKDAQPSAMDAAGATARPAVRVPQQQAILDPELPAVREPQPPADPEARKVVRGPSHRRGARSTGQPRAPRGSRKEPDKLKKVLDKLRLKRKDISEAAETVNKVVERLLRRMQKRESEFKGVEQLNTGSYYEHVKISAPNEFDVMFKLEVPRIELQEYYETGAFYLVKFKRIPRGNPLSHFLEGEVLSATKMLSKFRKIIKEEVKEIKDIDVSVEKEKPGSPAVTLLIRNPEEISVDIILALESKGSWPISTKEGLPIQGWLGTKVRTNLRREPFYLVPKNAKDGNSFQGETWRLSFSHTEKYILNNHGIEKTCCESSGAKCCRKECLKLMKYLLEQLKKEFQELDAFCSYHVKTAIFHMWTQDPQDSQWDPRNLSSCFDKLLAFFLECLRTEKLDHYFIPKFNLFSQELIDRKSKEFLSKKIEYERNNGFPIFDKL
The depositor's hits bear a star; & = joins results of further samples.

SMILES	mcGAS RapidFire
O=c1c(-c2ccccc2)c1-c1ccccc1	-26&7
CCCc1cc(C(=O)Nc2nnc(CC)s2)sc1C	-33
C=CCNC(=O)NC1CC(C)(C)Cc2nc(N3CCOCC3)ncc21 (stereo unspecified)	-3
O=S(=O)(NCCc1ccco1)c1c(F)cccc1F	4
Cc1cc(CNC(=O)Nc2ccccc2C(C)(C)C)on1	-2
O=C(O)c1ccc(=O)n(Cc2cccc(C(F)(F)F)c2)c1	1
CCOC(=O)C1=C(C)N=c2s/c(=C\c3ccncc3)c(=O)n2C1c1ccc(OC)cc1 (stereo unspecified)	-5
COc1cc(N=Cc2nc(-c3ccccc3Br)oc2O)c(C(=O)O)cc1OC	8
C=CCOc1cccc(-n2c(C)cn3c4c(=O)n(C)c(=O)n(C)c4nc23)c1	-7
COc1cccc(CN(C)Cc2c(C)noc2C)c1O	-11
Cc1cccnc1CN(C)c1ccc(C(=O)NCc2noc(C(C)C)n2)cn1	-4
CC1CCN(C(=O)CSc2ccc(NC(=O)c3ccccc3F)nn2)CC1	0
Cc1nn(C(C)C)c(C)c1S(=O)(=O)N(CC#N)Cc1ccccc1	-5
COCCCn1cnnc1CNC(=O)C1CCC(=O)N(CC2CCCCC2)C1 (stereo unspecified)	-1
COc1ccc(NC(=O)CCc2ccccc2C#N)cc1	5
Oc1ccc2ccccc2c1C=NNc1nnc(-c2ncc[nH]2)c2ccccc12	-14
COc1ccnc(NCc2ccc(N3CCOCC3)cc2)n1	-5
Cc1ccc(-c2cc(C3CCN(C(=O)c4ccn[nH]4)C3)ccn2)c2cccnc12 (stereo unspecified)	-21
Cc1ccccc1-c1ccc(=O)n(Cc2ccccc2)n1	-8
CC1(C)CC2CC(C)(CN2CC(O)COc2ccc(F)cc2Cl)C1 (stereo unspecified)	-12

Reformatted: results already given
canonical_smiles | mcGAS RapidFire
O=C(O)c1ccc(=O)n(Cc2cccc(C(F)(F)F)c2)c1 | 1
CCOC(=O)C1=C(C)N=c2s/c(=C\c3ccncc3)c(=O)n2C1c1ccc(OC)cc1 (stereo unspecified) | -5
COc1cc(N=Cc2nc(-c3ccccc3Br)oc2O)c(C(=O)O)cc1OC | 8
C=CCOc1cccc(-n2c(C)cn3c4c(=O)n(C)c(=O)n(C)c4nc23)c1 | -7
COc1cccc(CN(C)Cc2c(C)noc2C)c1O | -11

New compounds follow.
SMILES	mcGAS RapidFire
COc1cc2nc(NC(=O)c3ccnc(Cl)c3)[nH]c2cc1OC	-10
COc1ccc(C(=O)N2CCN(c3cccc(Cl)c3)CC2)cc1[N+](=O)[O-]	-1
CNc1nc(Nc2ccc(C(C)=O)cc2)nc(OC(C(F)(F)F)C(F)(F)F)n1	6
CC(=O)NCCNC(=O)c1nnc2n1CCN(C(=O)c1cccn1C)C2	4
CC(C)c1cc(=O)[nH]c(-n2nc(-c3cccs3)cc2NC(=O)c2cccc(F)c2)n1	1
COc1cccc(CNC(=O)CCC2CCCN(C(=O)c3csc(C(C)C)n3)C2)c1 (stereo unspecified)	2
CC(=O)c1cccc(CN2CCC(C(=O)Nc3ccc(Oc4ccccc4F)cc3)CC2)c1	-4
O=C(NCc1ccncc1)c1cc(=O)c(OCc2ccccc2)co1	-3
COc1cc(C#N)ccc1OC(C)C(=O)NC(=O)Nc1ccc(C)cc1C (stereo unspecified)	1
CC(=O)c1c(C)cc(C)c(CS(=O)(=O)CC(O)c2ccccc2Cl)c1C (stereo unspecified)	5
O=C(CCC1CCN(C(=O)[C@@H]2C[C@@H]3C=C[C@H]2C3)CC1)Nc1ccc2c(c1)OCCO2	-14
O=C(NCc1ccc(F)cc1)C(=O)NCC1OCCN1C(=O)c1cccs1 (stereo unspecified)	-3
O=C1C=CC(=NS(=O)(=O)c2cc(Cl)c(Cl)cc2Cl)C=C1	6
CCC(C)n1c(C)c(C)n2c3c(=O)n(CCc4ccccc4)c(=O)n(C)c3nc12 (stereo unspecified)	-2
CCc1ccc(C(=O)NCc2ccc(C#N)cc2)o1	-9
Cc1nccn1CC1CCCN(Cc2cnc(N3CCCCC3)nc2)C1 (stereo unspecified)	-17
c1ccc(C2CC(N3CCOCC3)Oc3cc4c(cc32)OCO4)cc1 (stereo unspecified)	-12
Cc1ccc2c(c1)c(C(=O)N1CCC(O)(CN(C)C)C1)nn2C (stereo unspecified)	-17
Cc1cc(O)c(C=O)c(O)c1C(=O)O	82*
Clc1ccc2oc(C3=NNC(=NC4CC4)SC3)cc2c1	-1

Brought forward from above: two entries, then new ones.
SMILES	mcGAS RapidFire
Cc1cc(O)c(C=O)c(O)c1C(=O)O	82*
Clc1ccc2oc(C3=NNC(=NC4CC4)SC3)cc2c1	-1
Cc1c(NCc2cccnc2)cccc1C(=O)NCc1cc(C(C)(C)C)n[nH]1	-5
Cc1ccc(C(NCCc2ccccc2)P(=O)(O)O)s1 (stereo unspecified)	-4
Cc1nn(CC(=O)O)c2c1C(c1c(C)nc3sccn13)CC(=O)N2 (stereo unspecified)	6
O=C(CN1C(=O)CNC1=O)NC(c1ccc(F)cc1)c1ccccc1Cl (stereo unspecified)	-8
CC(C)CN(CC(C)C)C(=O)c1ccc(F)c(F)c1	-16
Nc1nonc1-c1noc(COc2ccc(I)cc2)n1	-6
CCOc1cccc(-n2cc(-c3ccccc3)nc2NC(=O)CN(C(=O)NC(C)(C)C)C2CC2)c1	0
CC1(C(=O)NS(=O)(=O)c2ccc3ccccc3c2)CCN1C(=O)Cc1ccc(Cl)cc1Cl (stereo unspecified)	-5
CCc1ccc(CN(C)C(=O)c2ccoc2C)nc1	1
Cn1c(=O)c(Cc2ccccc2)c(O)c2c(=O)n(-c3ccccc3)c(=O)n(-c3ccccc3)c21	-5
Cc1cccc(Cn2c(NC3CCCCC3)nc3c2c(=O)[nH]c(=O)n3C)c1	1
CSc1nnc2c(n1)OC=Nc1ccc(Br)cc1-2	1
CN1CCN(C(=O)C2CNCCN2C(=O)c2ccc3ccccc3n2)CC1 (stereo unspecified)	-5
CC(C)(C)c1cc(CN2CCOC(CCc3ccccc3)C2)[nH]n1 (stereo unspecified)	-9
COc1ccc(C=C2N=C(c3cccc(Br)c3)OC2=O)cc1OC	-6
CCOC(=O)C1CCCN(C(C)C(=O)NC(C)(C#N)C(C)C)C1 (stereo unspecified)	6
CC(Sc1n[nH]c(=O)n1C1CC1)C(=O)c1ccc(Br)cc1 (stereo unspecified)	-28
CC(C)(C)c1ccc(C(C)(C)C)c(-n2cnnc2)c1	-21
O=c1[nH]c2cc(S(=O)(=O)N3CCCCC3)ccc2o1	-30
COc1ccc(-c2noc(CN3CCCN(c4ncccn4)CC3)n2)c(OC)c1OC	-11

2 consecutive compounds from above:
SMILES	mcGAS RapidFire
O=c1[nH]c2cc(S(=O)(=O)N3CCCCC3)ccc2o1	-30
COc1ccc(-c2noc(CN3CCCN(c4ncccn4)CC3)n2)c(OC)c1OC	-11

Continued:
SMILES	mcGAS RapidFire
Cc1nc2scc(C)n2c(=O)c1S(=O)(=O)NCc1ccco1	-7
Cc1nc2ccccn2c(=O)c1NC(=O)C1CCCCC1	15
Cc1ccc(C(=O)N[C@@H]2CC[C@@H](N)C2)c(=O)[nH]1	-8
Cc1cccn2c(CNC(=O)[C@@H]3C[C@@H](NC(=O)c4cccs4)CN3)cnc12	-15
COc1ccc(-c2nc(CN3CCS(=O)(=O)CC3)c(C)o2)cc1OC	-9
O=C(CSc1nc(=O)n2cc(Cl)ccc2n1)Nc1cccc(F)c1	-6
COc1ccc(/C=C/C2=NC(=C\c3ccc(OC)c(OC)c3)/C(=O)O2)cc1	4
CN1CCN(c2nccc(CCC(F)(F)F)n2)CC1CCO (stereo unspecified)	-9
CC1CCCCC1N(C)C(=O)CCc1nc(-c2ncccn2)no1 (stereo unspecified)	-5
CCN(CC)C(=S)SC1=C(Cl)CS(=O)(=O)C1	-2
CN(c1ccccc1)c1ccc(CNc2cncc(Cl)n2)cc1F	-1
CCCOC(=O)C1=C(C)NC2=C(C(=O)CCC2)C1c1ccc(CC)cc1 (stereo unspecified)	-5
CC1(C(=O)NS(=O)(=O)c2cccc(OC(F)F)c2)CCN1C(=O)C1CC1 (stereo unspecified)	-10
CCOC(=O)c1nc(-c2ccccc2)oc1CN1C(C)COCC1C (stereo unspecified)	-12
N#Cc1c(O)c2c(-c3ccc(-c4ccccc4O)cc3)csc2[nH]c1=O	8
Cc1ccc(Nc2nnc(SC(C)C#N)s2)cc1 (stereo unspecified)	-5
COc1ccc(-c2ccnc3[nH]n(-c4nc(C)cc(C)n4)c(=O)c23)cc1	-42
Cc1ccccc1CCN1CCCC(CN(C)Cc2nccs2)C1 (stereo unspecified)	5
CCNC(=O)C1CCCN(C(=O)c2ccc3c(c2)CCN3S(C)(=O)=O)C1 (stereo unspecified)	-5
COc1cc(Cl)ccc1OCc1cc(C(=O)N2C[C@H]3CC[C@H]2C3)no1	-7&-4

Filtered by structure, the entries above containing a thiophene ring, fused or not.
SMILES	mcGAS RapidFire
CCCc1cc(C(=O)Nc2nnc(CC)s2)sc1C	-33
CC(C)c1cc(=O)[nH]c(-n2nc(-c3cccs3)cc2NC(=O)c2cccc(F)c2)n1	1
O=C(NCc1ccc(F)cc1)C(=O)NCC1OCCN1C(=O)c1cccs1 (stereo unspecified)	-3
Cc1ccc(C(NCCc2ccccc2)P(=O)(O)O)s1 (stereo unspecified)	-4
Cc1cccn2c(CNC(=O)[C@@H]3C[C@@H](NC(=O)c4cccs4)CN3)cnc12	-15
N#Cc1c(O)c2c(-c3ccc(-c4ccccc4O)cc3)csc2[nH]c1=O	8

(next part)
SMILES	mcGAS RapidFire
Cc1ccsc1C(=O)N1CCC1(C)C(=O)NS(=O)(=O)Cc1cccc(Cl)c1 (stereo unspecified)	-5
Clc1cc(Oc2ccccc2Cl)ncn1	-3
O=C(O)C1CCN(S(=O)(=O)c2ccc(Br)cc2Cl)CC1	-1
CC(=O)c1cccc(NC(=O)N2CCCC(C(=O)c3cc(F)ccc3F)C2)c1 (stereo unspecified)	-9
CSc1ccc(-c2csc(N)n2)cc1	-3
CCn1cnnc1SC(C)C(=O)Nc1ccc(C)c(F)c1 (stereo unspecified)	-4
O=C(NS(=O)(=O)N1CCCCC1)C1CC1c1ccccc1F (stereo unspecified)	-5
CCOCCn1c(CN2CCN(CC)CC2)nc2c1c(=O)n(C)c(=O)n2C	-5
COc1cc(CNC(=O)CNC(=O)c2ccco2)ccc1OC1CCCC1	11
O=c1[nH]c(CNC2CCCCC2)nc2scc(-c3ccc(Cl)cc3)c12	-4
CCSCCC(=O)NCCn1cc(C)cn1	-5
c1ccc2oc(-c3ccncc3)cc2c1	4
CCN1CCN(C(c2ccc(SC)cc2)c2c(O)cc(C)n(CC)c2=O)CC1 (stereo unspecified)	-11
CC1(C(=O)NS(=O)(=O)c2ccccc2Cl)CCN1C(=O)CC1CCCC1 (stereo unspecified)	-2
COC(=O)c1c(C)nc(C(F)(F)F)c(C#N)c1N	-5
CCCCC(=O)NCc1cccc(OCCN(C)C2CCOCC2)c1	-14
COC(=O)CC12CC3CC(C1)CC(C(=O)OC)(C3)C2	-17
CN(C)/C=C/C=C1C(=O)OC(C)(C)OC1=O	-2
O=C1OC(/C=C/c2ccccc2)=NC/1=C/c1ccccc1F	2
Cc1ccn2cc(C(=O)NC(C)c3ccc4c(c3)CCC(=O)N4)nc2c1 (stereo unspecified)	-6
O=c1c(Cl)cc(C(F)(F)F)cn1CCCc1ccccc1	-4
CCn1c(=O)c([N+](=O)[O-])c(N2CCC(C)CC2)c2ccccc21	5
Cc1ccsc1-c1nc(CN2CCSCC2)c(C)o1	-8
COC(=O)[C@@H](NC(=O)C1CC12CCCC2)C(C)(C)C (stereo partly specified)	-1
Cc1cccc(C)c1NC(=O)CN1CCSc2ccccc21	-9
COc1coc(C(=O)Nc2nnc(C)s2)cc1=O	70*
Nc1nc(CN2CCCCC2)nc2ccccc12	-12
CN(CCN1CCOCC1)C(=O)NCc1ccccc1-n1cccn1	-10
CC1(C)N=C(c2ccccn2)C(C)(C)N1O	-25
O=C(NC1CC1c1ccccc1)C1(c2ccccc2)CCC1 (stereo unspecified)	-4
COc1ccccc1C(=O)Nc1c2c(nn1-c1ccc(C)cc1C)CSC2	-1
Cc1cnc(C(=O)Nc2cccc(CN(C)C)c2)cn1	-36
Cc1ccn(CC(=O)N2CCC(CCC(=O)Nc3ccc4c(c3)OCCO4)CC2)n1	-5
Cc1c(NC(=O)Cc2ccccc2NS(C)(=O)=O)n[nH]c1C1CC1	-63
CC(=O)N(/C=C1\N=C(c2ccccc2)OC1=O)c1ccc(Cl)cc1Cl	-8
COc1ccc(N2CC34C=CC(O3)C(C(=O)NC(C)(C)CO)C4C2=O)c(OC)c1 (stereo unspecified)	-6
O=C(O)[C@H]1C[C@H](C(=O)Nc2ccc(F)cc2)CN(C2CCCCC2)C1	-3
Cc1ccc(F)cc1-n1nc(-c2c(C)nc3c(O)cccn3c2=O)cc1C	-2
O=c1c(Sc2ccc([N+](=O)[O-])cc2)c(O)cc(-c2ccccc2)n1-c1ccccc1	-2
COc1cccc(C(c2c(O)cc(C)n(Cc3cccnc3)c2=O)N2CCN(CCO)CC2)c1 (stereo unspecified)	-11
O=C(Nc1cccc(OC(F)(F)F)c1)C1CSC2(c3ccccc3)CCC(=O)N12 (stereo unspecified)	-1
O=C(NCc1ccccc1F)N1CCN(C(=O)c2ccco2)CC1	-3
CCCCCCn1c(CN2CCCCC2C)nc2c1c(=O)n(C)c(=O)n2C (stereo unspecified)	6
O=C1C2C3C=CC(CO)(O3)C2C(=O)N1c1ccc(F)cc1 (stereo unspecified)	-4
CCOc1ccccc1/C=C/C(=O)Nc1ccc(C(=O)N(C)C)cc1	-32
CC(=NNc1nc2ccccc2s1)c1cc2ccccc2o1	-8
Clc1ccc2nc(N3CCN(c4ccccn4)CC3)c3nncn3c2c1	-6
O=C(c1cc2ccccc2nc1N1CCCC1)N1CCCC(N2CCCC2)C1 (stereo unspecified)	-14
CCCCOC(=O)CCc1c(C)[nH]c(=O)c(C#N)c1C	-8
CC(C)c1cccc(O)c(=O)c1	2

This is a subset; rates above refer to the full screens.
